# GPR55 antagonists: GPR55 antagonists blocking LPI-driven arrestin recruitment, primary screen, imaging, U2OS, beta-arrestin-GFP, LPI agonist (AID 2013) | U2OS GPR55 beta-arrestin-GFP translocation imaging, LPI antagonism; higher % means a stronger effect | one-dose inhibition, % at 10 µM; IC50 in µM for titrated hits | 290,000 tested, 0.13% active;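 active = spots per cell inhibited over 60%, with over 100 cells counted and total cytoplasm intensity under 500,000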;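 also: U2OS cells stably carrying GPR55 and arrestin-GFP stimulated by 5 µM LPI near EC80; imaged beta-arrestin-GFP aggregate spots per cell after agonist stimulation; plate controls were LPI-stimulated DMSO wells for no effect and DMSO wells without LPI for full effect; some results filed as inactive read as strong as hits; confirmed hits need IC50 under 10 µM and bright autofluorescent wells are also inconclusive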
# Large T inhibition: TAg ATPase/helicase activity blockers – biochemical (AID 1903) | 310,000 tested, 0.39% active | inhibition, % at 20 µM; hits with a dose series show IC50 in µM | SV40 large T antigen ATPase/helicase inhibition assay; higher % means a stronger effect; in the data active = a potency from the dose series; also: strong numbers were not always called active
# LYP inhibition: PTPN22 lymphoid phosphatase activity blockers – biochemical, fluorescence intensity, uHTS (AID 1779); recombinant LYP phosphatase, fluorescence intensity; higher % means a stronger effect; inhibition, % at 11.5 µM, or IC50 in µM where a hit was titrated; 290,000 tested, 0.054% active; in the data active = inhibition above about 50%;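 also: plate controls were vehicle with enzyme for no effect and no enzyme for full effect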
# NTR1 agonist: NTR1-driven beta-arrestin-GFP spot formation – imaging, U2OS cells, high content, primary screen (AID 493036); P30989; agonist mode; activation, % at 20 µM; 330,000 tested, 0.17% active;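 active = activation at or above 40% of the spot to cytoplasm intensity ratio, with at least 20 cells analyzed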;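 also: 0% = DMSO without peptide and 100% = 100 nM NTR1 peptide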
# Target sequence (P30989 whole entry, looked up): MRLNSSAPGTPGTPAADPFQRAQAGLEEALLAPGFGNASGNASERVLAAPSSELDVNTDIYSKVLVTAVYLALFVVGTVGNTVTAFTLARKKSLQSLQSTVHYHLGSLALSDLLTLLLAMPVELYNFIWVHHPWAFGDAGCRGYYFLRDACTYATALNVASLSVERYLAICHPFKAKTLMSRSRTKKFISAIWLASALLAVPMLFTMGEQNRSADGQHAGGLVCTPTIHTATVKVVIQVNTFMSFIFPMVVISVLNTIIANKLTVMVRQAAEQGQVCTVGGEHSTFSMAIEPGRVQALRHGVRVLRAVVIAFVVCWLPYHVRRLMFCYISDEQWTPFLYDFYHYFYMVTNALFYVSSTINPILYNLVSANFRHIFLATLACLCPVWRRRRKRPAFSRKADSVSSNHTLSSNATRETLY
# GPR35 antagonists: GPR35 antagonists blocking zaprinast-driven arrestin recruitment, primary screen, imaging, U2OS, beta-arrestin-GFP, zaprinast agonist (AID 2058) | U2OS GPR35 beta-arrestin-GFP translocation imaging, zaprinast antagonism; higher % means a stronger effect | one-dose inhibition, % at 10 µM; IC50 in µM for titrated hits | 290,000 tested, 0.052% active;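 active = inhibition of at least 50% with at least 30 cells and total cytoplasm GFP at most 10,000,000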
# Lipid droplet: modulators of hepatic lipid droplet formation | AML12 mouse hepatocytes, oleate lipid droplets, BODIPY imaging | inhibition, % at 6.5 µM | 240,000 tested, 0.4% active;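 active = lipid droplet intensity inhibited by at least 50%, with more than 500 cells counted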
#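 Material: mouse AML12 hepatocyte cell line, fixed after treatment; Timing: compound with oleate, overnight; Technique: high-content imaging of BODIPY-stained droplets and DAPI nuclei; Probe or stimulus: oleate, 100 µM final; Dosing: compound at 6.5 µM only.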
# T cell modulator: T cell immune modulation candidate. AID 2052. 2C CD8+ T cell-vesicle binding, flow cytometry; hits give low values. calls only at 7 µM. 330,000 tested, 0.068% active;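 active = response, share of CD8 T cells binding vesicles, and their 90th percentile fluorescence all below set limits, cut at about 80% in these data, passing the limit was not always enough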
#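 Material: murine 2C transgenic CD8+ T lymphocytes / Also added: QL9-peptide-loaded Drosophila micro-vesicles bearing Ld, ICAM-1 and B7-1 / Schedule: binding step 1.5 h, 37 °C, antibody labelling 20 min, ice / Signal: flow cytometry, PE anti-B7-1 (FL2) versus Alexa647 anti-CD8 (FL8), PFA-fixed / Evaluation: percent CD8+ FL2 mean versus row control / Benchmarks: naked versus QL9-loaded vesicles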
# MgcRacGAP inhibition: MgcRacGAP GTPase-activating activity inhibitors, confirmation, biochemical, ADP Hunter fluorescence | MgcRacGAP-stimulated Rac1 GTP hydrolysis, ADP Hunter fluorescence; higher % means a stronger effect; GST-tagged Rac1 F28L mutant substrate | inhibition, % at 30 µM; hits with a dose series show IC50 in µM | 340,000 tested, 0.6% active;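 active = first-screen hits whose inhibition reached a set limit at any dose in the follow-up dose series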;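 also: fluorescence reports GDP produced by GAP-driven GTP hydrolysis; strong numbers were not always called active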
# GPR55 activation: GPR55 agonists via beta-arrestin recruitment, primary screen, imaging, U2OS cells, beta-arrestin-GFP redistribution (AID 1961). activation, % at 10 µM; hits with a dose series show EC50 in µM. 290,000 tested, 0.048% active. U2OS GPR55 beta-arrestin-GFP redistribution imaging; higher % means a stronger effect;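 active = activation above 40% with more than 50 cells counted in the well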;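 also: U2OS osteosarcoma cells stably expressing GPR55 and beta-arrestin-GFP; plate controls were DMSO negative control for no effect and LPI positive control for full effect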
# Lipid droplet cells 6.5 µM: recorded beside Lipid droplet, whose call it bears; cell count; measured here: cell count, cytotoxicity flag;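 cells counted across two imaged fields per well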
# T cell modulator vesicle-bound %: second read-out of T cell modulator, no call of its own (marks repeat the call); double positive events, %; measured here: CD8+ vesicle-bound cell fraction;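 binding gate set so that unloaded-vesicle control wells show 10% double positive cells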
# NTR1 agonist cell count 20 µM: recorded beside NTR1 agonist, whose call it bears; cell count; measured here: cell count, cytotoxicity flag
# Starred values were filed as active, the others as inactive; i = inactive; nt = not tested or not shown; + = active, no number.
SMILES,GPR55 antagonists,Large T inhibition,LYP inhibition,NTR1 agonist,NTR1 agonist cell count 20 µM,GPR35 antagonists,Lipid droplet,Lipid droplet cells 6.5 µM,T cell modulator,T cell modulator vesicle-bound %,MgcRacGAP inhibition,GPR55 activation
OC(CCCN1CCCCC1)(c1ccccc1)c1ccccc1,8%,9%,-4%,nt,nt,-5%,1,696,i,25,6%,1.2%
O=C(N/N=C/c1ccc([N+](=O)[O-])o1)C(O)c1ccccc1 (stereo not given),7%,15%,-2%,2.3,53,-8%,-18,711,i,13,10%,-0.1%
Cc1ccc(S(=O)(=O)N2CCOCC2)cc1NC(=O)CSc1nnnn1C,-10%,19%,-10%,-1.1,59,-8%,5,658,i,40,5%,0.0%
O=C(CN1CCN(c2ccccn2)CC1)Nc1cccc(S(=O)(=O)N2CCOCC2)c1,12%,16%,-6%,1.4,42,-1%,-7,711,i,26,10%,-0.1%
O=C(CNC(c1ccccc1)c1ccccc1)Nc1c(F)cccc1F,15%,15%,-9%,-2.1,62,4%,-1,594,i,40,3%,0.3%
N#CC1=C(N)OC2=C(C(=O)CC(c3ccccc3)C2)C1c1ccc2c(c1)OCO2 (stereo not given),10%,7%,0%,1.0,48,14%,-8,637,i,16,-1%,-0.2%
COc1ccc2c(c1)C(C)=CC(C)(C)N2C(=O)C(C)N1C(=O)c2ccccc2C1=O (stereo not given),12%,1%,4%,1.1,39,9%,-40,735,i,21,-1%,0.0%
COc1cc(SC)ccc1C(=O)OCC(=O)NC(=O)NC(C)C,7%,9%,-1%,0.1,57,0%,5,703,i,45,3%,0.1%
Cc1ccc(-c2csc3ncnc(SCC(N)=O)c23)cc1,7%,7%,-6%,-0.3,83,17%,-1,719,i,54,6%,-0.1%
O=c1c2ccccc2nc(SCc2ccc([N+](=O)[O-])cc2)n1CCCO,-10%,19%,2%,19,89,14%,-3,604,i,9,5%,-0.2%
CCOc1ccc(NC(=O)c2ccccc2NC(=O)CN2CCN(C(C)=O)CC2)cc1,nt,3%,nt,-0.5,68,nt,nt,nt,i,66,9%,nt
COc1cccc(CN2C(=O)CCC2(C)C(=O)NC2CCCC2)c1 (stereo not given),8%,3%,-4%,-1.2,77,-8%,3,743,i,50,7%,0.3%
COc1cccc(N2CCN(C(=O)C3CCCN(S(=O)(=O)c4cnc[nH]4)C3)CC2)c1 (stereo not given),1%,10%,-8%,0.9,45,8%,nt,nt,i,40,1%,1.4%
Cc1oc(-c2ccc(Cl)cc2)nc1CS(=O)CC(=O)NCc1ccc2c(c1)OCO2 (stereo not given),12%,22%,-8%,3.7,52,4%,-1,720,i,36,4%,-0.1%
COCCN(C(=O)Cc1cccs1)c1nnc(-c2ccncc2)s1,13%,5%,-2%,1.0,65,-3%,-27,687,i,44,8%,0.2%
Cc1cc(C(=O)NNC(=O)c2ccc(Cl)cc2Cl)c(C)o1,nt,13%,nt,1.1,46,nt,nt,nt,i,25,7%,nt
CCN(CC)S(=O)(=O)c1ccc(C(=O)C(C#N)c2ccccn2)cc1 (stereo not given),3%,14%,-6%,0.7,51,14%,nt,nt,i,32,-5%,0.2%
CCOc1cc(/C=C2/C(=N)N3C(=NC2=O)SN=C3S(C)(=O)=O)ccc1OC(=O)c1ccco1,-16%,30%,-4%,0.1,70,-10%,-15,775,i,42,24%,-0.2%
COC(=O)c1ccc(CSc2nc(N3CCOCC3)c3c(c2C#N)CC(C)(C)OC3)o1,9%,4%,-1%,8.1,50,6%,nt,nt,i,48,6%,0.2%
CC1(C)Cc2c(C#N)c(NCCN3CCOCC3)nc(-c3ccccc3)c2CO1,10%,14%,-2%,-0.5,61,-12%,-2,711,i,21,11%,0.4%
Cc1cc(C(=O)Nc2cccnc2)on1,8%,2%,1%,-3.4,83,-4%,9,703,i,43,5%,0.3%
CC/C(C)=N/Nc1nc(-c2cc3cccc(OC)c3oc2=O)cs1,-5%,22%,0%,2.2,49,-7%,-2,758,i,53,nt,0.3%
Cc1ccc(OCC(O)CN2CCC(Cc3ccccc3)CC2)c(C)c1 (stereo not given),33%,8%,-8%,5.8,81,28%,-8,693,i,27,-1%,-0.2%
O=C(CSc1cccs1)NCCc1ccccc1,3%,5%,-5%,1.0,56,-11%,-4,629,i,31,0%,-0.4%
Cc1cc(C)c(C)c(S(=O)(=O)N2CCSCC2)c1C,-2%,9%,-5%,3.2,66,-1%,-16,805,i,52,7%,0.3%

# Grouped by structure, the entries above containing a Cl atom.
SMILES,GPR55 antagonists,Large T inhibition,LYP inhibition,NTR1 agonist,NTR1 agonist cell count 20 µM,GPR35 antagonists,Lipid droplet,Lipid droplet cells 6.5 µM,T cell modulator,T cell modulator vesicle-bound %,MgcRacGAP inhibition,GPR55 activation
Cc1oc(-c2ccc(Cl)cc2)nc1CS(=O)CC(=O)NCc1ccc2c(c1)OCO2 (stereo not given),12%,22%,-8%,3.7,52,4%,-1,720,i,36,4%,-0.1%
Cc1cc(C(=O)NNC(=O)c2ccc(Cl)cc2Cl)c(C)o1,nt,13%,nt,1.1,46,nt,nt,nt,i,25,7%,nt

# Carrying on:
SMILES,GPR55 antagonists,Large T inhibition,LYP inhibition,NTR1 agonist,NTR1 agonist cell count 20 µM,GPR35 antagonists,Lipid droplet,Lipid droplet cells 6.5 µM,T cell modulator,T cell modulator vesicle-bound %,MgcRacGAP inhibition,GPR55 activation
O=C(NNC(=O)C1C2CCC(C2)C1C(=O)O)c1ccc(Cl)cc1 (stereo not given),1%,1%,-7%,-0.6,27,-19%,-20,682,i,54,5%,-0.1%
Cc1nn(CC(O)c2ccccc2)c(C)c1Br (stereo not given),-8%,4%,-6%,13,77,4%,8,824,i,26,7%,-0.2%
CCOc1ccccc1N(CC(=O)N1CCCCCC1)S(C)(=O)=O,-7%,5%,-10%,-2.0,76,-9%,14,663,i,24,4%,-0.1%
COc1ccc(C(=O)N2CCN(c3ccc(NC(=O)Cc4ccccc4)cc3)CC2)cc1,22%,5%,-6%,0.1,58,-10%,2,676,+,5.9*,11%,-0.1%
Cc1ccc(CNc2ccccc2C(=O)O)s1,-3%,4%,-5%,1.2,59,-5%,-3,812,i,7,7%,-0.1%
CN(CCCNC(=O)CCCOc1cc(=O)n(C)c2ccccc12)Cc1ccccc1,4%,6%,2%,2.0,90,1%,22,665,i,59,0%,0.4%
CC(C)Cc1nc(Nc2ccc(S(=O)(=O)N3CCCC3)cc2)c2nnn(Cc3ccccc3)c2n1,10%,7%,9%,7.7,46,8%,-11,621,i,63,7%,-0.2%
COC(=O)[C@@H]1CCCN1C(=O)CCc1nnc(CCc2c[nH]c3ccccc23)o1,13%,-1%,-9%,-0.3,102,17%,-1,761,i,34,-1%,-0.1%
Cc1ccc(S(=O)(=O)N2CCC(C(=O)N[C@@H](C)C(=O)NCCc3ccccc3)CC2)cc1,-9%,-6%,-12%,-0.1,75,-12%,nt,nt,i,32,4%,0.1%
Cc1ccc(CNC(=O)c2cc(COc3c(F)cccc3F)on2)s1,15%,8%,-5%,-0.1,43,0%,-11,720,i,23,5%,-0.1%
Cc1cc(C)cc(OCC(=O)Nc2ccc(N3CCN(S(C)(=O)=O)CC3)cc2)c1,26%,1%,3%,-0.6,71,4%,nt,nt,i,50,5%,0.3%
COc1ccc(C2CC(=O)c3ccccc3O2)cc1 (stereo not given),8%,5%,-6%,1.5,67,-1%,13,754,i,36,9%,0.1%
O=c1[nH]ncc2c3ccccc3n(Cc3ccccc3F)c12,-19%,-2%,-6%,4.2,34,2%,nt,nt,i,48,9%,0.1%
c1ccc(-c2nc(-c3ccco3)cs2)nc1,0%,24%,-8%,1.5,84,-11%,nt,nt,i,12,11%,-0.1%
CCOc1ccc(NS(=O)(=O)c2ccc(OC)c(C)c2)cc1,-3%,14%,-7%,-1.0,72,7%,4,741,i,29,2%,-0.2%
CN(C)S(=O)(=O)c1cccc(COC(=O)c2cc([N+](=O)[O-])ccc2N2CCOCC2)c1,nt,11%,nt,0.7,78,nt,nt,nt,i,20,3%,nt
CN(CC(=O)Nc1ccccc1Cl)C(=O)COC(=O)c1ccc(S(=O)(=O)C(F)F)cc1,nt,10%,nt,-0.9,70,nt,nt,nt,i,28,6%,nt
CCCSc1nc2sc3c(c2c(=O)[nH]1)CC(C)CC3 (stereo not given),1%,6%,3%,8.6,36,-7%,-1,677,i,38,5%,0.1%
CCNc1nc(NC(C)C)nc(Oc2ccc(OCCOc3ccc(C)cc3)nn2)n1,-14%,-3%,-6%,-0.4,47,5%,nt,nt,nt,nt,1%,-0.1%
CCCCC#Cc1ccc2c(c1)COc1c3ccccc3nn1-2,-6%,1%,2%,1.6,96,5%,nt,nt,i,24,4%,0.4%
O=C(Nc1cccnc1)c1ccc([N+](=O)[O-])cc1Cl,-2%,11%,-8%,0.6,69,1%,0,614,i,56,1%,-0.4%
COc1ccc(Cl)cc1NS(=O)(=O)c1c(C)[nH]c(=O)[nH]c1=O,-3%,20%,-10%,0.1,90,-4%,-1,803,i,35,7%,0.0%

# Entries from the list above with fluorine:
SMILES,GPR55 antagonists,Large T inhibition,LYP inhibition,NTR1 agonist,NTR1 agonist cell count 20 µM,GPR35 antagonists,Lipid droplet,Lipid droplet cells 6.5 µM,T cell modulator,T cell modulator vesicle-bound %,MgcRacGAP inhibition,GPR55 activation
O=C(CNC(c1ccccc1)c1ccccc1)Nc1c(F)cccc1F,15%,15%,-9%,-2.1,62,4%,-1,594,i,40,3%,0.3%
Cc1ccc(CNC(=O)c2cc(COc3c(F)cccc3F)on2)s1,15%,8%,-5%,-0.1,43,0%,-11,720,i,23,5%,-0.1%
O=c1[nH]ncc2c3ccccc3n(Cc3ccccc3F)c12,-19%,-2%,-6%,4.2,34,2%,nt,nt,i,48,9%,0.1%
CN(CC(=O)Nc1ccccc1Cl)C(=O)COC(=O)c1ccc(S(=O)(=O)C(F)F)cc1,nt,10%,nt,-0.9,70,nt,nt,nt,i,28,6%,nt

# High-throughput results (PubChem)
